Screening results (PubChem)
RmlC RmlD mix – RmlC/RmlD inhibition, mixture screen; AID 1532; RmlC/RmlD coupled enzyme inhibition, 384-well mixture HTS; inhibition, % at 5.5 µM; 0.39% of 110,000 active; in the data active = inhibition above about 30%, passing the limit was not always enough; also: strong numbers were not always called active
RT RNaseH block – inhibitors of HIV-1 reverse transcriptase RNase H; RT-RNase H RNA/DNA duplex cleavage, fluorescence; inhibition, % at 10 µM; 1.9% of 65,000 active; in the data active = inhibition above about 50%
Numbers without * were called inactive; · = not tested or not shown. These rows are one share of the data, so the mix of outcomes need not match the whole.

Values in the order: RmlC RmlD mix	RT RNaseH block
CCCn1c(SCC(=O)NC2CCCCC2)nnc1-c1ccncc1
 : -15	5
COC(=O)c1ccc(C2C3=C(Nc4nnnn42)c2ccccc2OC3)cc1 (centres undefined)
 : ·	-2
Cc1ccc(C(=O)Nc2c(-c3cccs3)c(=O)c3ccccc3n2C)cc1
 : -6	·
CCOC(=O)C(C)Sc1nc(-c2ccc(OC)cc2)nc2c1c(=O)n(C)c(=O)n2C (centres undefined)
 : ·	38
Cc1nn(C)c(Oc2ccc(Cl)cc2)c1C(=O)O
 : 8	·
O=C(CSc1nnnn1Cc1ccccc1)c1ccccc1
 : -11	-23
COc1ccc2ccccc2c1C1CC(=O)N2CN(C3CCCCC3)CSC2=C1C#N (centres undefined)
 : -8	82*
COc1cc(CC(=O)NCc2cccs2)cc(OC)c1OC
 : -4	·
Cc1ccc(C(C(=O)NC2CCCC2)N(Cc2ccco2)C(=O)CCC(=O)Nc2ccccn2)cc1 (centres undefined)
 : 5	6
O=c1[nH]c(=O)n(Cc2ccco2)c(O)c1C=NC1CC1
 : 5	-4
CC(NS(=O)(=O)c1ccccc1)C1COc2ccccc2O1 (centres undefined)
 : 10	·
CC1=NC(=O)C(N=Nc2ccccc2)N1c1ccccc1 (centres undefined)
 : -3	·
CC1Cc2ccccc2N1S(=O)(=O)c1cccc(C(=O)NCCCO)c1 (centres undefined)
 : 0	-9
O=C1CC(N2CCN(Cc3ccccc3)CC2)C(=O)N1c1ccc2c(c1)OCCO2 (centres undefined)
 : -5	·
O=C(NCc1ccco1)c1cccc(F)c1
 : 9	-7
N#Cc1ccc(N2CCNCC2)c(F)c1
 : 6	0
C[C@]12CC[C@@H]3c4ccc(O)cc4CC[C@H]3[C@@H]1C[C@@H](O)[C@@H]2O[C@@H]1O[C@H](C(=O)O)[C@@H](O)[C@H](O)[C@H]1O
 : -3	·
Cc1c(O)cc2c(c1O)C(=O)CC(c1ccccc1)O2 (centres undefined)
 : 52	·
Cn1c(C(C#N)C(=O)c2sc3ccccc3c2Cl)nc2ccccc21 (centres undefined)
 : -14	0
O=C(OCc1nnc(-c2ccccc2)o1)c1ccco1
 : -11	-19
CCn1c(CNc2ccc(F)cc2)nnc1SCC(=O)Nc1ccc(OC)cc1
 : -14	·
CCCCNC1C(CC)C(CCC)C(C#N)(C#N)C1(C#N)C#N (centres undefined)
 : 5	-1
CC(OC(=O)Cn1c(C(F)(F)F)nc2ccccc21)C(=O)N1CCCc2ccccc21 (centres undefined)
 : -6	·
CCN(CC)CCCN=C(C)c1c(O)n(-c2ccccc2)c(=O)[nH]c1=O
 : -8	-1
Cc1ccnc(NC(=O)c2cccc(NC(=O)COc3ccccc3)c2)c1
 : 8	·
C/C(Cl)=C\CSc1nnc2n(N)c(=O)c3ccccc3n12
 : 12	0
CCOC(=O)Cc1csc(NC(=O)CSc2nnc(C3CC3)n2C)n1
 : 39	-6
COCCCn1c(SCc2ccc(OC)cc2)nc2cc(OC)c(OC)cc2c1=N
 : 7	·
O=C(CCCN1C(=O)c2ccccc2C1=O)NCCCN1CCOCC1
 : -5	-5
CCOC(=O)C1CCN(S(=O)(=O)c2cccc3nonc23)CC1
 : 10	-10

Later entries
Values in the order: RmlC RmlD mix	RT RNaseH block
C=CCN(CC=C)S(=O)(=O)c1ccc2nc(NC(=O)C(C)C)sc2c1
 : 12	15
O=C(CCOc1ccccc1)OCC(=O)c1cc2ccccc2o1
 : -9	-7
CCOC(=O)C1=C(CSCC(=O)OC)NC(=O)NC1c1cc(C)ccc1C (centres undefined)
 : 9	·
COc1ccc(C(C)=O)cc1CSCCC(=O)O
 : -15	6
CCn1c(O)c(/C=N/N=C/c2ccccc2)c2ccc(C3=NNC(=O)CC3)cc21
 : -6	·
CCNc1nc(Oc2ccc(=O)n(-c3ccccc3)n2)nc(N(C)C)n1
 : 1	·
COc1cccc(-n2nc(C(=O)N3CC(C)CC(C)C3)c3ccccc3c2=O)c1 (centres undefined)
 : -19	·
Cn1c(Oc2ccc(Cl)c3cccnc23)nc2c1c(=O)n(Cc1ccccc1Cl)c(=O)n2C
 : -6	·
COC(=O)CSc1nnc(CNC(=O)c2ccccc2OC)n1C
 : 5	-17
Cc1ccc(Nc2nc(C)c(CCC(C)C)c(=O)[nH]2)cc1
 : -12	14
Cn1c(=O)[nH]c(=O)c2c1nc(NC1CCCCC1)n2CC(=O)NC1CCCCC1
 : -20	3
COc1ccc2nc(NC(=O)CN(c3ccc(C)cc3)S(=O)(=O)c3c(C)nn(C)c3C)sc2c1
 : 1	-18
Cc1ccc(Cc2cnc(N)s2)o1
 : -4	0
Cc1occc(=O)c1O
 : 3	·
COc1cc(-c2nc(-c3ccccc3)c(-c3cccs3)[nH]2)cc(OC)c1OC
 : -25	·
O=C(c1ccc(Cl)c(S(=O)(=O)N2CCCC2)c1)N1CCN(c2ccccn2)CC1
 : 4	·
COc1ccc(NC(=O)c2ccc(OC(=S)N(C)c3ccc(OC)cc3)cc2)cc1
 : -11	·
COc1ccc(NC(=O)CCCCCN2C(=O)CCC2=O)cc1Cl
 : 0	·
CS(=O)(=O)n1nc(-c2ccccc2)nc1NCc1ccco1
 : -11	·
O=C(Nc1ccc(F)c(F)c1)c1cccnc1
 : 4	-9
CC(C)Cn1cc(C(=O)N2CCN(c3ccccn3)CC2)c2c3ccccc3n(C)c2c1=O
 : 0	-20
CCCCN(C)S(=O)(=O)c1ccc(C(=O)Nc2nnc(CSC)o2)cc1
 : 0	15
COc1cc(C(=O)N(C)c2nnc(-c3cccnc3)s2)cc(OC)c1OC
 : -10	-2
O=c1cccc2n1CC1CC2CN(C(c2cccc(F)c2)c2sc3ncnn3c2O)C1 (centres undefined)
 : -9	-2
COc1cnc(-c2ccccc2)nc1Oc1cccc(C)c1
 : -14	·
CCc1c(C(=O)NC2CCCCC2)[nH]c(C)c1C(C)=O
 : -2	-10
CN(C)/C=N/c1c(C(=O)NCc2ccccc2)nnn1Cc1ccccc1
 : 0	-39
O=C(Nc1ccc2oc(Cc3ccc(Cl)cc3)nc2c1)c1cccnc1
 : -18	-12
Cc1cc(C(=O)Nc2sc(C)c(-c3ccc(F)cc3)c2C(N)=O)no1
 : -11	4
Cc1c(NC(=O)C2CCCN2S(=O)(=O)c2ccc(Cl)cc2)c(=O)n(-c2ccccc2)n1C (centres undefined)
 : 11	-9

3 of these compounds in another layout:
CN(C)/C=N/c1c(C(=O)NCc2ccccc2)nnn1Cc1ccccc1
  RmlC RmlD mix: 0	RT RNaseH block: -39
O=C(Nc1ccc2oc(Cc3ccc(Cl)cc3)nc2c1)c1cccnc1
  RmlC RmlD mix: -18	RT RNaseH block: -12
Cc1cc(C(=O)Nc2sc(C)c(-c3ccc(F)cc3)c2C(N)=O)no1
  RmlC RmlD mix: -11	RT RNaseH block: 4

Further results.
Values in the order: RmlC RmlD mix	RT RNaseH block
COC(=O)c1cccc(COC(=O)CNC(=O)c2ccco2)c1
 : 5	-1
Cc1ccc2c(c1)-c1c(cnn1CC(=O)Nc1ccccc1N1CCN(C)CC1)CO2
 : 11	0
C/C=C/c1ccc(OC(C)=O)c(OC)c1
 : 10	·
COc1ccc2[nH]c(C)c(CCN3C(=O)C4C5C=CC(C5)C4C3=O)c2c1 (centres undefined)
 : ·	2
COc1ccc(O)c(/C=N/NC(=O)c2ccc(OCc3cccc(Br)c3)cc2)c1
 : 8	·
O=C(CCCn1c(SCC(=O)c2ccc(F)cc2)nc2ccccc2c1=O)NCc1ccccc1
 : -3	·
COc1cccc(C(=O)CSc2nnnn2C)c1
 : 6	-5
Cc1noc(C)c1CN1C(=O)NC(Cc2ccccc2)(Cc2ccccc2)C1=O
 : -6	2
COc1cc2c(cc1NC(=O)CSc1nnc(Cc3cccs3)n1C)oc1ccccc12
 : ·	-9
COC(=O)C(OC(=O)c1ccc(OC)cc1)C(=O)OC
 : 5	·
COc1cccc(-c2nn(C)c3sc(C(=O)Nc4ccc5c(c4)OCCO5)cc23)c1
 : -11	-7
CCOc1ccc(CN(Cc2ccco2)S(=O)(=O)c2ccc(-n3cnnn3)c(OC)c2)cc1
 : -12	·
O=C(/C=C/c1ccco1)NC(=S)Nc1ccccc1N1CCOCC1
 : 8	·
CCN1CCN(Cc2ccc(OCc3ccccc3)c(OC)c2)CC1
 : 8	·
CCOC(=O)N1CCN(C(c2cccc(OC)c2)c2sc3nc(C)nn3c2O)CC1 (centres undefined)
 : 8	-20
CS(=O)(=O)N(Cc1ccccc1)c1ccc(C(=O)NCCSCc2ccco2)cc1
 : -6	·
CCOc1ccc(OCC)c(NC(=O)CCCN2C(=O)c3cccnc3C2=O)c1
 : -11	4
CC(C)OP(=O)(OC(C)C)C1(O)C(=O)Nc2ccccc21 (centres undefined)
 : -1	·
Cc1c(N/C=C/C(=O)c2ccc(Cl)cc2)c(=O)n(-c2ccccc2)n1C
 : 1	·
CCCn1c(SC2C(=O)CC(C)(C)CC2=O)nc2c1c(=O)n(C)c(=O)n2C
 : 6	0
O=C(Nc1ccc2c(c1)OCO2)c1noc2c1CCCCC2
 : 7	1
O=C(Nc1ccccc1)N1CCCC(c2nc(-c3cccs3)no2)C1 (centres undefined)
 : -13	8
CCOC(=O)C(C)n1cnc2sc3c(c2c1=O)CCC3 (centres undefined)
 : -7	-3
Cc1ccc(C(=O)N/N=C/c2ccc(S(=O)(=O)O)o2)c(Cl)c1
 : 13	·
O=C(C1=C[C@@H](c2csc3ccccc23)C[C@@H](OCc2ccc(CO)cc2)O1)N1CCOCC1
 : 7	·
O=C(c1cccc(N2CCCC2=O)c1)N1CCOCC1
 : 0	·
Cc1ccc(NC(=O)c2ccc(OC(=O)c3cc4ccccc4o3)cc2)cc1
 : 6	·
CC(C)CC(=O)NCCc1ccncc1
 : 5	·
COc1ccc(CNS(=O)(=O)c2ccc(C)cc2)cc1
 : 6	·
CCC(C)NC(=O)C1(C)CCC(=O)N1Cc1ccccc1OC (centres undefined)
 : 3	-10

Reformatted tab-delimited: entries from further up.
smiles	RmlC RmlD mix	RT RNaseH block
CCOc1ccc(CN(Cc2ccco2)S(=O)(=O)c2ccc(-n3cnnn3)c(OC)c2)cc1	-12	·
O=C(/C=C/c1ccco1)NC(=S)Nc1ccccc1N1CCOCC1	8	·
CCN1CCN(Cc2ccc(OCc3ccccc3)c(OC)c2)CC1	8	·
CCOC(=O)N1CCN(C(c2cccc(OC)c2)c2sc3nc(C)nn3c2O)CC1 (centres undefined)	8	-20
CS(=O)(=O)N(Cc1ccccc1)c1ccc(C(=O)NCCSCc2ccco2)cc1	-6	·

Additional structures follow.
Values in the order: RmlC RmlD mix	RT RNaseH block
O=c1[nH]c2cc3c(cc2cc1C(c1nnnn1C1CCCCC1)N1CCSCC1)OCCO3 (centres undefined)
 : ·	-5
COc1cc(/C=N/NC(N)=O)c(Br)cc1OCC(=O)Nc1ccccc1C
 : 13	·
COc1ccc(CNc2cc(C)ccc2C)c(OC)c1OC
 : -5	-19
CCNc1nc(SCCOc2ccccc2)nc(N(C)C)n1
 : -4	-35
CC(=O)N(CCC(c1ccccc1)c1ccco1)Cc1cccs1 (centres undefined)
 : -16	·
COCCNCc1ccccc1
 : 12	·
COc1ccc(S(=O)(=O)NCc2ccc3c(c2)cc(C)n3C)cc1
 : -3	-3
Cn1c(NCc2ccccc2Cl)nc2ccccc21
 : -12	-9
CC1(C)CC(=O)N(CC(=O)O)c2ccccc2S1
 : 7	6
O=C(c1ccco1)N1CCN(c2nc(C(F)(F)F)nc3c2nnn3Cc2ccccc2)CC1
 : -12	-10
CC1(C)Cc2c(oc3ncn4ncnc4c23)CO1
 : -20	-3
C=CCOC(=O)C1=C(C)NC2(O)c3ccccc3C(=O)C12O (centres undefined)
 : 2	-4
COc1ccc(OC)c(C(=O)Cn2nnc3ccccc3c2=O)c1
 : -7	-5
CCN(CC)S(=O)(=O)c1cccc(C(=O)Nc2sc3c(c2C(N)=O)CCCC3)c1
 : 10	·
O=c1[nH]c(=S)[nH]nc1Cc1ccccc1
 : 17	-1
Cc1c(CCCC(=O)O)sc(N)c1C(=O)c1cccc(C(F)(F)F)c1
 : 6	·
CC(C)Oc1ccc(C(=O)N2CCCc3ccccc32)cc1
 : -11	-15
COc1cc(C(CCN2CCCCC2)c2c(OC)cc(OC)c3c(C)cc(=O)oc23)cc(OC)c1OC (centres undefined)
 : 2	·
C/C(=N\NC(=O)c1cccc(Br)c1)c1cccc(NC(=O)c2ccc(C)o2)c1
 : 1	·
O=C(O)CCCC(=O)N(Cc1ccccc1)Cc1ccccc1
 : -2	-1
CCOCCc1nnc(NC(=O)Cc2ccc(Br)cc2)s1
 : -49	·
Cc1cccc(CSC2=CS(=O)(=O)c3ccccc3N2)c1
 : 7	·
NC(=O)C1=C[C@@H](c2coc3ccccc3c2=O)C[C@@H](OCCCCO)O1
 : -16	·
NC(=O)c1ccccc1NC(=O)c1ccccc1F
 : 4	-8
CCC(=O)N1CCc2cc(S(=O)(=O)NC(C(=O)Nc3cccc(C)n3)C(C)C)ccc21 (centres undefined)
 : 6	-10
CCOc1ccc(-c2nnc(SCC(=O)N3CCN(c4ccccc4)CC3)o2)cc1
 : -6	26
CNC(=O)c1[nH]cnc1C(=O)N[C@@H](Cc1ccccc1)C(=O)OCc1ccccc1
 : 11	·
CN1C(=O)C(Cc2ccc3c(c2)OCO3)C(=O)N(C)C1=O
 : 6	0
CCCC(=O)Nc1ccc(C(=O)N/N=C/c2cccnc2)cc1
 : -16	·
O=C(CN1C(=O)c2ccccc2S1(=O)=O)N1CCN(c2ccccc2)CC1
 : 2	-1

(list continues)
Values in the order: RmlC RmlD mix	RT RNaseH block
Cc1ccc(S(=O)(=O)N2CCC(=O)N(C(COCc3ccc(C(F)(F)F)cc3)Cc3ccccc3)CC2)cc1 (centres undefined)
 : -2	·
CCOc1cccc(NCc2cc3c(C(C)(C)C)nn(-c4ccccc4)c3[nH]c2=O)c1
 : -4	·
O=C(c1ccccc1/S(=N/S(=O)(=O)c1ccccc1)N1CCOCC1)N1CCOCC1 (centres undefined)
 : -11	-4
COc1ccc(NC(=O)CC2C(=O)N(c3cccc(OC)c3)C(=O)N2CCC(C)C)cc1 (centres undefined)
 : -6	·
Cc1cc2oc3ccc(NCCC4CCCN4C)cc3c(=O)c2cc1C (centres undefined)
 : -1	·
